Bioassay records as filed in PubChem BioAssay.
HTRA1 inhibitor – HTRA1 (human) protease inhibition; Q92743; recombinant HTRA1, FP-rhodamine activity-based probe, fluorescence polarization; inhibition, % at 5.96 µM; 0.5% of 340,000 active; AID 504803; in the data active means inhibition above about 36%;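 further: 0% = enzyme with DMSO and 100% = wells lacking enzyme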
Rev-erbA mod – modulators of human Rev-erb alpha DNA binding. P20393. Rev-erbα–FITC-DNA binding, fluorescence polarization, 90 min. activity, % at 10 µM. 0.79% of 370,000 active;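 active means activity above about 14%, limit read from the data; passing the limit was not always enough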;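 further: 0% = DMSO wells with 35 nM protein and 100% = DMSO wells with 750 nM protein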
GC-A act – GC-A (human) enzyme activation; activation, % at 10 µM; HEK293 GC-A cells, cGMP TR-FRET, EC30 ANP; 0% at EC30 ANP, 100% saturating ANP; 0.14% of 370,000 active; AID 1671463; in the data active means activation above about 40%
ARFGAP1 inhibitor – inhibitors of rat ARFGAP1 | Arfgap1-stimulated ARF1 GTP hydrolysis, GDP FP detection | Q62848 | 0.26% of 360,000 active | AID 651572 | inhibition, % at 16.5 µM;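 active means inhibition above a per-plate limit, mean inhibition of low control wells plus 3 SD, cut at about 25% in these data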;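 further: 0% = DMSO wells with enzyme and 100% = wells lacking Arfgap1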
Target sequence (Q62848 1-136 limits assumed): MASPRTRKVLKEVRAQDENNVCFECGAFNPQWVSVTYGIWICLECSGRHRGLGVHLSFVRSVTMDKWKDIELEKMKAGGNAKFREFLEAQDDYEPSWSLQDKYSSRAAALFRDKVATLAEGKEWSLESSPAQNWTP
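Repeats: one replicate per compound; assay system: rat Arfgap1 catalytic domain, aa 1-136; times: enzyme reaction 120 min at 25 °C after 20 min preincubation; detection: FP of antibody-bound GDP Alexa 633 tracer, ex 620/em 688 nm; benchmarks: high control wells lacking Arfgap1, low control full reaction with DMSO; reagent: human ARF1(Δ1-17)-GTP substrate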
SMARCA2 act – activators of SMARCA2 function | MG213 cells, MMTV-luciferase reporter, dexamethasone, overnight | activation, % at 9.1 µM | 1% of 370,000 active; in the data active means activation above about 7.8%;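 further: 0% = vehicle wells and 100% = reference activator wells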
rCAG RNA binder – r(CAG) repeat RNA binding | 1.3% of 370,000 active | AID 651821 | inhibition, % at 3 µM | TO-PRO-1 dye displacement fluorescence;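 active means inhibition above the plate cutoff, the mean of all test compounds on that plate plus 3 SD, cut at about 35% in these data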;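 further: 0% = DMSO alone and 100% = 100 µM mitoxantrone as full dye displacement; higher means more dye released from RNA so lower well fluorescence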
ABHD4 inh – inhibitors of mouse ABHD4; Q8VD66; purified mABHD4, FP-Rh probe fluorescence polarization; inhibition, % at 8.92 µM; 0.54% of 370,000 active; AID 720543;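 active means inhibition exceeding the mean over every tested compound plus 3 SD, cut at about 30% in these data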;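 further: 0% = plate median of compound wells and 100% = S159A mutant with DMSO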
Target sequence (Q8VD66 whole entry, looked up): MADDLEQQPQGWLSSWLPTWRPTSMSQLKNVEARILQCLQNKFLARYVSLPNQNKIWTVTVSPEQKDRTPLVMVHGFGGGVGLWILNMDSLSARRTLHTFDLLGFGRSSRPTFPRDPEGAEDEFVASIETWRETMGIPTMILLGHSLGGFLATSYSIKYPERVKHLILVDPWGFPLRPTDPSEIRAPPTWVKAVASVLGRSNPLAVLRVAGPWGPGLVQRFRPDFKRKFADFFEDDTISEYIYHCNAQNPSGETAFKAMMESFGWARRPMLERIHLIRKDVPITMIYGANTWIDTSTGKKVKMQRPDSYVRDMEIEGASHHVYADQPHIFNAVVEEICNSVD
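Assay system: Wild-type mouse ABHD4 protein | Medium: HEPES pH 7.0 buffer, 150 mM NaCl, 0.01% Pluronic F-127 | Incubation: Enzyme–compound pre-incubation 45 min, then probe 60 min, both 25 °C | Technique: Fluorescence polarization with parallel and perpendicular emission, 525/598 nm | Evaluation: % inhibition of FP-Rh probe binding versus controls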
ASAP1 inh – inhibitors of human ASAP1 ArfGAP activity; ASAP1-stimulated ARF1 GTP hydrolysis, GDP FP detection; inhibition, % at 16.5 µM; 0.19% of 360,000 active; in the data active means inhibition above about 25%;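 further: 0% = vehicle with enzyme and substrate and 100% = no enzyme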
Target sequence (Q9ULH1 325-724 limits assumed): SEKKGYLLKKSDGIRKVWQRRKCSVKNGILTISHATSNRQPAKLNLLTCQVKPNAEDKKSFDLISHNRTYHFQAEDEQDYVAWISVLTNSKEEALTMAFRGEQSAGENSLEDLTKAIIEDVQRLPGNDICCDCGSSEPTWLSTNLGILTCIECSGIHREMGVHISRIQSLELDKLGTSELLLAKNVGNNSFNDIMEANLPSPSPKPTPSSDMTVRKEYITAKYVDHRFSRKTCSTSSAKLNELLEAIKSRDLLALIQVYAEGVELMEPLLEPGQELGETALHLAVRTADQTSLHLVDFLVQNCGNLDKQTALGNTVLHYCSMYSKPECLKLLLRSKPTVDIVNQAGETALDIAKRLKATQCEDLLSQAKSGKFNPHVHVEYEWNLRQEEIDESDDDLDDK
PG9 Ab binder – PG9 antibody binding by small molecule. TR-FRET gp120-PG9 antibody binding. inhibition, % at 6.7 µM. 0.43% of 360,000 active. AID 624416; in the data active means inhibition above about 8.5%
NPR2 activator – GC-B (human) receptor activation; P20594; HEK293-GC-B cells, CNP EC30, cGMP TR-FRET; 0% at EC30 CNP, 100% saturating CNP; activation, % at 10 µM; 0.11% of 370,000 active; AID 1920062;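 active means activation at 10 µM reaching about 35% in either raw or pattern-adjusted values, limit read from the data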
* = called active by the depositor; · = no result given. Outcome played no part in choosing rows; overall some 4.4% were active at least once.

SMILES	HTRA1 inhibitor	Rev-erbA mod	GC-A act	ARFGAP1 inhibitor	SMARCA2 act	rCAG RNA binder	ABHD4 inh	ASAP1 inh	PG9 Ab binder	NPR2 activator
O=S1(=O)C[C@@H](N2CC[C@@H](O)C2)[C@H](COCc2ccccc2)N1	·	-1	4	-4	-5	2	-5	13	1.3	-5
CCCc1cnc(N2CCN(C(=O)c3c(-c4ccccc4)noc3C)CC2)nc1	-3	-5	2	-1	-2	-5	3	-1	1.2	-1
CCOc1ccc(/C=N/Nc2nc(C)cs2)c(O)c1	17	7	2	1	0	25	4	4	-3.8	-3
CC(C)C(NC(=O)/C=C/c1ccc(F)cc1)C(C)C	3	6	-5	-1	1	-1	-5	-4	0.5	-4
Cc1ccc(CCNC(=O)CCn2c(=O)c3cccn3c3ccc(F)cc32)cc1	-12	4	-8	-4	0	-4	-10	10	-2.1	-10
O=C(CN1CCCc2ccccc21)NCCc1ccc(Cl)cc1	-4	8	-13	-4	2	-6	9	11	-1.2	-8
CC(C)CCC[C@](C)(O)c1ccc(C(=O)O)cc1O	·	-4	4	-10	0	3	6	-12	0.3	1
COC(CNc1cc(=O)oc2ccccc12)OC	1	6	0	10	6	3	5	2	-2.1	1
Clc1ccc(CN=C(Nc2ccccc2)NC2CCCCC2)cc1	-1	-3	-39	13	3	4	5	2	-0.3	-18
CCC(c1nnnn1CS(=O)(=O)c1ccc(C)cc1)N1CCN(c2nc3ccccc3s2)CC1 (stereo unspecified)	-24	-2	1	4	-4	-1	-10	6	-1.0	-4
CC1=C(C(=O)OCCOc2ccccc2)C(c2ccsc2)NC(=O)N1C (stereo unspecified)	-8	6	2	12	-1	-4	2	-2	0.7	1
CN(C)C(=O)CCc1ccc2c3c([nH]c2c1)[C@]1(C)[C@@H](C(=O)N2CCOCC2)C[C@H](CC(=O)NCCc2ccccn2)C(=O)N1CC3	0	-3	1	-2	-3	2	9	0	-1.9	2
CC(C)COC(=O)CNc1n[nH]c(=S)[nH]c1=O	-9	-2	1	15	-4	-1	-7	1	-0.4	-7
CCN(CC)S(=O)(=O)c1ccc(C)c(NC(=O)c2cc(C)oc2C)c1	0	-4	-1	7	-2	1	-2	-1	0.9	-1
Cc1ncc(CN2CCCCC2C(=O)Nc2ccc(Oc3ccccc3)nc2)cn1 (stereo unspecified)	-2	3	1	-4	-3	-1	-8	3	-3.4	0
CN(CC(=O)Nc1ccccc1C(F)(F)F)C(=O)CSc1nc(N)cc(N)n1	1	2	-4	-11	-2	0	3	6	-0.4	-1
CCOC(=O)C1CCN(C(=O)c2ccccc2N(C)S(=O)(=O)c2ccccc2)CC1	-2	-2	5	5	-3	1	-8	-5	-1.1	3
COCCCN1C(=O)[C@H](CC(=O)NCc2ccc(C)o2)[C@]2(C(=O)OC)CCCCC=C12	·	-1	1	·	-1	4	0	·	·	-3
CC1=CC(=O)C=C(C)C1=NOS(=O)(=O)c1ccccc1	3	-1	-12	15	3	-4	14	-18	-0.4	-10
Cn1c(N)c(C(=O)CSc2nnc(C3CC3)n2-c2ccccc2)c(=O)n(C)c1=O	6	-2	-1	1	0	0	-4	-9	-2.1	10
CCCCNc1oc(-c2cccs2)nc1S(=O)(=O)c1ccccc1	-14	-2	-1	-2	-1	-5	-1	-1	-1.7	7
Cc1ccc(NC(=O)CSc2nnc(CCC(=O)O)c(=O)[nH]2)cc1	0	-2	-1	9	-1	-1	1	-2	0.3	3
O=C(CSc1nc2ccccc2s1)Nc1ccc(C(=O)O)cc1	4	1	-1	-11	1	6	-30	2	-0.6	1
O=C(COc1ccccc1O)c1cccs1	4	-2	2	2	0	1	10	1	0.5	-12
O=C(CN(Cc1cccs1)C(=O)CCC(=O)Nc1nccs1)NCc1ccccc1	2	-3	-3	2	-2	-4	-1	-4	-1.3	-2

The list goes on, overlapping the part above by 3 compounds.
SMILES	HTRA1 inhibitor	Rev-erbA mod	GC-A act	ARFGAP1 inhibitor	SMARCA2 act	rCAG RNA binder	ABHD4 inh	ASAP1 inh	PG9 Ab binder	NPR2 activator
O=C(CSc1nc2ccccc2s1)Nc1ccc(C(=O)O)cc1	4	1	-1	-11	1	6	-30	2	-0.6	1
O=C(COc1ccccc1O)c1cccs1	4	-2	2	2	0	1	10	1	0.5	-12
O=C(CN(Cc1cccs1)C(=O)CCC(=O)Nc1nccs1)NCc1ccccc1	2	-3	-3	2	-2	-4	-1	-4	-1.3	-2
Cn1c(=O)c2c(SCC(=O)NCc3ccco3)nc(CC(C)(C)C)nc2n(C)c1=O	-4	-1	2	-6	0	2	-5	5	-2.3	3
Cc1sc2nc(CN3CCCC3)nc(N3CCC(C(N)=O)CC3)c2c1C	0	1	3	4	1	0	-3	7	-1.2	4
Cc1cccc(S(=O)(=O)Nc2ccc(C)c3c2OC(C)(C)C3)c1	-8	7	-5	4	-3	-2	-10	6	1.4	-8
O=C(COc1ccc(Cl)cc1)Nc1ccc(N2CCN(C(=O)c3ccco3)CC2)cc1	-5	4	-4	5	-7	-3	-2	-4	-2.4	-6
CCC(=O)/C=C1\Sc2ccccc2N1CC	2	1	0	-8	-3	2	-1	-10	-1.0	-3
O=C(NCCCn1ccnc1)C(=O)NCC1OCCN1S(=O)(=O)c1ccccc1 (stereo unspecified)	5	-1	-1	7	1	1	6	10	-1.2	-4
O=C(CCc1nc2ccccc2c(=O)[nH]1)N1CCN(c2ccccc2Cl)CC1	0	-2	-8	-10	-3	1	-4	-8	-0.5	-6
O=C(NCCc1c[nH]c2ccccc12)C(=O)NCC1OCCN1S(=O)(=O)c1ccc(F)cc1 (stereo unspecified)	-2	-4	1	5	-4	4	-8	-3	-0.2	6
O=C(NC1CC1)c1ccc(NC(=O)C2CCCCC2)cc1	-5	-4	3	0	-6	-1	-1	2	-1.4	0
CN1CCCC(OC(=O)c2cccc(Cl)c2)C1 (stereo unspecified)	6	1	2	-4	-5	-3	1	-4	-0.7	-2
Cc1ccc(C(=O)NCC(=O)Nc2ccncc2)cc1	-4	0	3	-5	0	2	3	10	-2.7	4
Cc1cccc(NC(=S)NNC(=O)COc2ccc(Cl)cc2Cl)c1	-2	6	-2	3	-2	45*	-11	5	0.2	4
C[C@H](c1ccccc1)N1C[C@@H](COCc2ccccc2)Oc2cccc(Oc3ccccc3)c2S1(=O)=O	·	3	3	1	-2	9	-14	4	0.2	-3
COC(=O)c1cn(-c2ccccc2)nc1-c1ccccc1	-23	-5	-1	0	1	-5	-1	3	0.0	-7
CC(C)(C)NC(=O)CCCSc1nc2ccccc2s1	0	-6	2	7	4	-2	-4	1	1.1	2
O=C(O)CSc1nc(-c2ccccc2)nc2c1CCCC2	1	0	4	1	-2	-1	-5	-13	-0.2	2
CC(Sc1nnnn1C1CC1)C(=O)N1CC(=O)Nc2ccccc21 (stereo unspecified)	6	-2	0	-10	1	1	4	-6	-2.1	-2
COc1ccc(OC)c(S(=O)(=O)N2CCN3CCCC3C2)c1 (stereo unspecified)	6	-6	2	-11	0	8	2	-8	0.6	-2
C=CCn1c(CSc2nc3ccccc3s2)nnc1SCC(=O)NCCN1CCOCC1	-1	-3	5	4	-4	-6	-3	4	0.9	8
CCOC(=O)C1=C(C)NC(=O)NC1c1ccc(OCC(N)=O)cc1 (stereo unspecified)	-2	-2	9	-12	1	1	9	-10	0.0	4
COc1ccc(-c2nnc(NC(=O)c3ccc(S(=O)(=O)N(C)CC4CCCO4)cc3)o2)c(OC)c1 (stereo unspecified)	-1	7	-1	3	-3	5	2	8	-0.1	-10
Cc1cc(NC(=O)c2cc3n(n2)C(C(F)(F)F)CC(c2ccco2)N3)n(-c2ccccc2)n1 (stereo unspecified)	-13	0	4	4	1	3	-3	-6	0.5	13
O=C(N/N=C/C=C/c1ccccc1)c1ccccc1Br	-13	-2	-1	4	0	-1	-5	-4	-1.9	4
Cc1ccc(/C(N)=N/OC(=O)Oc2ccccc2)cc1	1	-4	0	8	-5	1	0	-3	0.6	-6
O=c1oc2cc(O)ccc2cc1-c1ccc(F)cc1	-10	-8	10	4	4	10	-4	-8	1.5	-3
O=C(CSc1nnnn1-c1ccccc1)N1CCc2ccccc2C1	1	-1	2	6	1	2	1	-1	1.6	-3
C=CCN1C(=O)c2ccc(C(=O)N3CCC(C(=O)OCC)CC3)cc2C1=O	-1	-1	-3	-8	-2	-5	-1	9	-1.0	-2
COc1ccccc1-c1cn(S(=O)(=O)c2ccc(F)cc2)nc1N	-3	-2	1	9	-1	1	-4	2	-0.2	-8

4 entries already listed, sorted by SMILES length, smallest number first.
SMILES	HTRA1 inhibitor	Rev-erbA mod	GC-A act	ARFGAP1 inhibitor	SMARCA2 act	rCAG RNA binder	ABHD4 inh	ASAP1 inh	PG9 Ab binder	NPR2 activator
CC(C)(C)NC(=O)CCCSc1nc2ccccc2s1	0	-6	2	7	4	-2	-4	1	1.1	2
O=C(NC1CC1)c1ccc(NC(=O)C2CCCCC2)cc1	-5	-4	3	0	-6	-1	-1	2	-1.4	0
COc1ccccc1-c1cn(S(=O)(=O)c2ccc(F)cc2)nc1N	-3	-2	1	9	-1	1	-4	2	-0.2	-8
C=CCn1c(CSc2nc3ccccc3s2)nnc1SCC(=O)NCCN1CCOCC1	-1	-3	5	4	-4	-6	-3	4	0.9	8
